aSyn rescue: alpha-synuclein toxicity inhibition in yeast. 370,000 tested, 0.14% active. Yeast expressing alpha-synuclein, growth rescue, BacTiter-Glo, 24 h. AID 652106. Potency, µM (titrated, usually from 46.1 µM), without a hit: top-dose growth rescue (activation), usual class: activators; further: potency means the concentration at half of the fitted maximal effect; % of control where 0% means no effect; nearly all actives have a fitted effect of over 65% in size
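Rescue of yeast growth: cells expressing toxic alpha-synuclein, induced in galactose at OD600 0.02, incubated with compound 24 h at 30 C. ATP luminescence quantified growth; inhibitors of toxicity appear as activators.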
HEK293 tox: cytotoxicity in counter-screen for GLP-1R inverse agonists | HEK293 cAMP-luciferase reporter cells, luminescence, 24 h | Potency, µM (series often up to 38.3 µM), for inactives: at the top dose activity change, negative = inhibition, actives largely listed as inhibitors | 410,000 tested, 0.13% active;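 further: loss of luciferase light is scored as toxicity; potency means the concentration at half of the fitted maximal effect; on the % scale 0 is the no-effect control and ±100 the full control effect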
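A 23 nL compound transfer followed 12 hours of cell culture at 37 deg C; exposure then lasted 24 hr. Luciferase assay detection reagent was dispensed and plates read for luminescence after a 12 min room-temperature wait.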
GLP1R inv ag: GLP-1 receptor (human) inverse agonism | P43220 | HEK293 GLP-1R CRE-luciferase, luminescence, 24 h; GLP-1R form is constitutively active | Potency, µM (titrated, usually from 38.3 µM), without a hit: top-dose activity change, negative = inhibition, actives largely listed as inhibitors | 410,000 tested, 1.6% active; further: potency means the concentration at half of the fitted maximal effect; on the % scale 0 is the no-effect control and ±100 the full control effect; nearly all actives have a fitted effect of over 55% in size
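Seeding at 200 cells/uL, 12 h culture, 24 hr compound treatment, then luciferase reagent and a luminescence read; cells are HEK293 stably expressing a constitutively active GLP-1R plus cAMP-responsive luciferase.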
GLP1R ag: activates the human GLP-1 receptor. P43220. HEK293 GLP-1R CRE-luciferase, luminescence, 4-6 h; cells express a hypersensitive GLP-1R form. 380,000 tested, 0.007% active. AID 624172. Potency, µM (series often up to 45.6 µM), without a hit: at the top dose activation, actives largely listed as activators; further: potency means the concentration at half of the fitted maximal effect; % of control where 0% means no effect
DRD3 antagonist: antagonists of human D3 dopamine receptor; D3R cells, DiscoveRx beta-arrestin luminescence, antagonist mode; active compounds read low; max response, negative = inhibition, %; 360,000 tested, 2.5% active; AID 652054; in the data active means max response below about -50%; inconclusive means no clear call, values can overlap the other calls; further: on the % scale 0 is the no-effect control and ±100 the full control effect; mostly tested at two doses, the higher about 12 µM
Target sequence (P35462 whole entry, looked up): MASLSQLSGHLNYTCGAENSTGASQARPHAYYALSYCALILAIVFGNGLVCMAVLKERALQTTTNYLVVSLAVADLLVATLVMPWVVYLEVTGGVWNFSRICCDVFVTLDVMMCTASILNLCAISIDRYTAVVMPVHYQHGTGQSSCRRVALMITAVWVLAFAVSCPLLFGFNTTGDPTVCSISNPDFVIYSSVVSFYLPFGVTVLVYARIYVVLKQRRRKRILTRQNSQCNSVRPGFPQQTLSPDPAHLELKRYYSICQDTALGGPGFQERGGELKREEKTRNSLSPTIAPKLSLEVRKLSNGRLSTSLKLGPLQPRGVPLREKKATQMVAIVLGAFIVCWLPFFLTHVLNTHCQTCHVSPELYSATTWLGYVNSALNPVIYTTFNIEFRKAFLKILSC
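Cells expressing the human receptor were seeded at 1500 cells/well, incubated overnight at 37 degrees C in 5% CO2, then exposed to library compounds with dopamine controls for 90 minutes at 37 degrees C before luminescent detection.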
KB-V1 cytotox: KB-V1 MDR subline cytotoxicity. KB-V1 MDR cells viability, CellTiter-Glo, 72 h. 400,000 tested, 3.4% active. Potency, µM (doses to about 46.1 µM), inactives show top-dose activity change, negative = cytotoxicity, actives largely listed as cytotoxic; further: potency means the concentration at half of the fitted maximal effect; on the % scale 0 is the no-effect control and ±100 the full control effect; nearly all actives have a fitted effect of over 60% in size
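Cytotoxicity toward P-gp-expressing KB-V1 cells was determined as loss of CellTiter-Glo luminescence after 72 h at 37 degrees C. Compounds were tested in quantitative HTS format across a concentration range, with curves fitted to normalized data.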
D3 ag: activates the human D3 dopamine receptor | max activation, % | D3R DiscoveRx beta-arrestin cells, luminescence, 90 min | 410,000 tested, 0.58% active | P35462 | AID 652048; in the data active means max activation above about 30%; further: 0% is about no effect; mostly tested at two doses, the higher about 12 µM
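Cells at 1500/well, incubated overnight, then treated with pinned compounds (dopamine as control) for 90 min at 37 degrees C. DiscoveRx reagent added for 30 - 60 minutes at room temperature; luminescence read.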
TDP-43 yeast inh: rescues yeast growth from TDP-43 toxicity. TDP-43 expressing yeast growth rescue, BacTiter-Glo, 24 h. Potency, µM (top dose mostly 46.1 µM), for the others: top-dose growth rescue (activation), usual class: activators. 410,000 tested, 1.8% active. AID 652104; further: potency means the concentration at half of the fitted maximal effect; % of control where 0% means no effect; nearly all actives have a fitted effect of over 50% in size
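Luminescence from BacTiter-Glo reports growth of TDP-43-expressing yeast after 24 hr at 30 deg C with compound. Cells were raffinose-pregrown to mid-log, then seeded in galactose medium at OD600=0.02.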
PTHR1 agonist: PTHR1 (human) receptor agonism; Q03431; HEK293 GP2 PTHR1 cells, GloSensor cAMP luminescence, 1 h; Potency, µM (series often up to 115 µM), without a hit: at the top dose activation, usual class: activators; 410,000 tested, 0.075% active; further: potency means the concentration at half of the fitted maximal effect; nearly all actives have a fitted effect of over 55% in size; some results filed as inactive show a strong effect at the top dose; inactives centre near -15; many of its hits are not listed in these tables
Target sequence (Q03431 whole entry, looked up): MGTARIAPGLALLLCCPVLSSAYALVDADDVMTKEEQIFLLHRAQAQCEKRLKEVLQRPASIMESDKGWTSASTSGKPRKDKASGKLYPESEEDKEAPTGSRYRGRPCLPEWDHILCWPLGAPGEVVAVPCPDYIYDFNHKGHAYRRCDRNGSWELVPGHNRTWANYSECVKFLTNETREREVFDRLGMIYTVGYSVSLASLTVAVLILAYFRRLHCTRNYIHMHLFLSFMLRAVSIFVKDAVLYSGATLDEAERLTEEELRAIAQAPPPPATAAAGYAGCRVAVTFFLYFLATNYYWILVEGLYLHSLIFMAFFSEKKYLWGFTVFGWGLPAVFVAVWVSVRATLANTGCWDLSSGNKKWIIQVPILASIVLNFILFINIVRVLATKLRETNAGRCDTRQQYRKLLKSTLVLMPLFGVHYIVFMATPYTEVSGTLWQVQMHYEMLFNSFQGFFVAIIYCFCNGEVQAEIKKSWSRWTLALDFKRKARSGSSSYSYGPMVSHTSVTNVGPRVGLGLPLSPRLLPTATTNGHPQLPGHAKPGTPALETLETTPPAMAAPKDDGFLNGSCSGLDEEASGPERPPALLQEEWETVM
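HEK-293-derived GP2 cells expressing PTHR1 and a GloSensor cAMP reporter, 3,000/well, plated overnight, given luciferin plus IBMX (each 0.5 mM as added) for 1 h at 37 °C, then compound for 1 h at 37 °C. Luminescence was read after 15 min at room temperature.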
* hit, by the source's call; i = inactive; ? = inconclusive; nt = not tested or not shown; [ ] = dose if it differs, or a comment. Unless noted, the call rests on the fitted dose curve; in most records, active means well fitted curve in the direction sought with a large enough effect; inconclusive means small, poorly fitted or top-dose-only effect, or another doubt; inactive means no such curve, though single readings can be large; an effect the other way counts as inactive or inconclusive.

SMILES	aSyn rescue	HEK293 tox	GLP1R inv ag	GLP1R ag	DRD3 antagonist	KB-V1 cytotox	D3 ag	TDP-43 yeast inh	PTHR1 agonist
O=C(NCC(c1cccnc1)N1CCc2ccccc21)c1cccc(F)c1 (stereo not drawn)	nt	-11%	-14%	nt	nt	0%	-10	16%	i
CCOC(=O)CSC1=C(C#N)C(=O)NC(c2ccc(OC)cc2)S1 (stereo not drawn)	3%	5%	-6%	-7%	-58*	0%	-4	9%	-13%
COc1ccc(-c2nc(N)n[nH]2)cc1	2%	14%	28%	-1%	12	5%	3	-1%	i
CCOC(=O)N1CCC(N(CCOC)C(=O)Nc2ccc(CC)cc2)CC1	0%	-9%	-9%	0%	-12	?	6	3%	-10%[57.5 µM]
Cc1ccc(-n2c(CNc3ccc(C)c(Cl)c3)n[nH]c2=S)cc1	11%	4%	?	1%	-11	-1%	-2	21%	-24%
O=C(NCCN1CCOC1=O)C1CCC(=O)N(CCc2ccc(Cl)cc2)C1 (stereo not drawn)	-1%	8%	6%	-12%	-19	?	6	2%	i
C(=N\Nc1nncc2ccccc12)/c1ccccc1	6%	-14%	16%	-2%	-24	?	0	22µM*	-17%
CN1CCCCCC1C(=O)N1CCC(N2CCC(C(=O)N3CCOCC3)CC2)CC1 (stereo not drawn)	-3%	-1%	9%	3%	-9	1%	1	-7%	-1%
Cc1ccc(N(CC(O)CN2CCCCC2)S(=O)(=O)c2ccc(C)cc2)cc1 (stereo not drawn)	0%	-8%	?	2%	-52*	?	-18	15%	-21%
NC(=O)C1CCN(c2ccc(S(=O)(=O)N3CCCCC3)cn2)CC1	0%	-30%	13%	3%	10	12%	2	-15%	i
O=C(CON=C1c2ccccc2-c2ccccc21)NC12CC3CC(CC(C3)C1)C2	0%	-21%	1µM*	3%	10	?	-1	-34%[inhibitor]	-13%
O=C1CC(c2cc([N+](=O)[O-])ccc2Cl)c2c(ccc3ccccc23)N1 (stereo not drawn)	6%	-4%	-3%	-7%	-12	?	-10	5%	-16%
O=C1CCN(c2ncccc2[N+](=O)[O-])CC1	0%	19%	0%	5%	0	3%	-7	6%	i
C/C=C(\C)c1nnc(NC(=O)C(C)C)s1	-5%	-18%	-1%	4%	0	5%	-2	0%	-4%[57.5 µM]
CN1C(=O)c2ccccc2C(C(=O)O)C1c1cccc(F)c1 (stereo not drawn)	4%	-3%	9%	1%	9	-2%	4	-2%	i
CC(=O)c1cccc(N(C(=O)c2ccco2)C(C(=O)NC2CCCCC2)c2ccc(C)o2)c1 (stereo not drawn)	6%	-2%	-27%	8%	3	?	-2	-17%	i
COc1ccc(C)cc1NC(=O)C(CCS(C)(=O)=O)NC(C)=O (stereo not drawn)	-6%	-2%	11%	0%	1	0%	-7	22%	i
O=C(O)CCC(=NNC(=O)c1cccc(S(=O)(=O)N2CCCCC2)c1)c1ccccc1	2%[1.84 µM]	4%	-26%	-7%	-1	7%	6	10%	i
Cc1ccc(-n2c3c(c(=O)[nH]c2=O)C(C(F)(F)F)(C(F)(F)F)NC(=O)N3)cc1	-2%	22%	0%	2%	0	-3%	-2	-8%	29%[57.5 µM]
CCOC(=O)c1c(C)[nH]c(C)c1S(=O)(=O)NCCc1ccc(SC)cc1	4%	8%	-16%	10%	4	-9%	3	5%	-28%
Cc1ccccc1-c1nc2sc3c(c2c(=O)n1N)CCCC3	17%	-7%	?	-7%	1	?	4	5%	-13%
O=C(Cn1c(=O)n(Cc2ccco2)c(=O)c2sc3ccccc3c21)Nc1ccccc1C(F)(F)F	nt	2%	-15%	-1%	nt	6%	-7	6%	-22%
O=C(COc1cc2oc(=O)c3c(c2cc1Cl)CCC3)Nc1cccnc1	-5%	25%	3%	-3%	-9	7%	3	-5%	-49%[inhibitor]
NS(=O)(=O)c1ccc(NC(=O)COc2ccc(C(=O)c3ccc(F)cc3)cc2)cc1	-5%	3%	-22%	2%	18	4%	-10	10%	-10%

Three compounds out of the list, ordered by molar mass, ascending.
SMILES	aSyn rescue	HEK293 tox	GLP1R inv ag	GLP1R ag	DRD3 antagonist	KB-V1 cytotox	D3 ag	TDP-43 yeast inh	PTHR1 agonist
C/C=C(\C)c1nnc(NC(=O)C(C)C)s1	-5%	-18%	-1%	4%	0	5%	-2	0%	-4%[57.5 µM]
CCOC(=O)c1c(C)[nH]c(C)c1S(=O)(=O)NCCc1ccc(SC)cc1	4%	8%	-16%	10%	4	-9%	3	5%	-28%
O=C(O)CCC(=NNC(=O)c1cccc(S(=O)(=O)N2CCCCC2)c1)c1ccccc1	2%[1.84 µM]	4%	-26%	-7%	-1	7%	6	10%	i

(listing goes on)
SMILES	aSyn rescue	HEK293 tox	GLP1R inv ag	GLP1R ag	DRD3 antagonist	KB-V1 cytotox	D3 ag	TDP-43 yeast inh	PTHR1 agonist
COc1ccc(NC(=O)NCCN2CCN(c3ccc(C)cc3)CC2)c(Cl)c1	-6%	-3%	-21%	1%	-18	-17%	-13	-12%	i
CCOC(=O)C1=NN(c2ccccc2C)C2=NC(C)=C(C(=O)OC)C(c3cccc(OC)c3)N12 (stereo not drawn)	4%	3%	?	-5%	2	-6%	3	28%	-5%
COc1ccc(NS(=O)(=O)c2c(C)[nH]c(=O)[nH]c2=O)cc1OC	6%	1%	6%	-1%	-3	?	3	15%	-5%
NC(=O)COc1ncnc2scc(-c3ccc(F)cc3)c12	5%	5%	-4%	-3%	-3	-14%	-4	-6%	-18%
COC(=O)c1ccccc1NC(=O)Cn1cnc([N+](=O)[O-])c1	-3%	-19%	6%	-3%	10	-11%	-2	21%	26%
Fc1ccccc1CSc1nnnn1-c1ccc2c(c1)OCO2	-11%	3%	-2%	2%	50	-20%	-2	19%	i
Cc1ccc(S(=O)(=O)N2CCC[C@H]2C(=O)Nc2ccccc2C)cc1	11%	2%	-12%	5%	4	-16%	-2	3%	-8%
CCc1nnc2c3ccccc3nc(N3CCN(c4cc(Cl)ccc4C)CC3)n12	nt	13%	8%	nt	nt	13%	-4	5%	i
O=C(O)c1ccccc1C(=O)Nc1ccc(-n2nc(C(F)(F)F)cc2C(F)(F)F)cc1	1%	1%	7%	0%	0	2%	14	1%	i
Nc1nonc1-n1nnc(C(=O)N/N=C/c2ccccc2F)c1-c1cccs1	3%	3%	-27%	-6%	-11	34%	-3	6%	-15%
O=C(c1ccco1)N1CCN(C(=O)c2ccc(Cn3cc(Br)cn3)o2)CC1	-5%	-4%	2%	13%	17	0%	-8	-14%	9%[57.5 µM]
C[C@@H]1CN([C@@H](C)CO)S(=O)(=O)c2ccc(-c3ccc(C#N)cc3)cc2O[C@@H]1CN(C)Cc1ccccn1	-1%	0%	26%	11%	2	-26%	1	13%	-25%
COc1cc(NC(=O)c2ccco2)c(C(=O)OCC(=O)c2c[nH]c3ccccc23)cc1OC	-4%	?	?	19%	55	7%	6	-1%	i
O=C(c1cccc(C(F)(F)F)c1)N1CCC2(CC1)NCCc1[nH]cnc12	2%	4%	7%	4%	26	?	9	13%	i
Cc1ccc(OCC(=O)c2cc(C)c(C)cc2C)c([N+](=O)[O-])n1	-7%	-20%	48%[activator]	-17%	18	0%	-1	-3%	i
C=CCn1c(SCC(=O)Nc2ccc(S(N)(=O)=O)cc2)nnc1-c1cnccn1	-21%	-10%	37%[activator]	0%	-6	?	5	-28%	1%
CN(C)c1nc(OCCOC(=O)COc2ccc(Cl)cc2Cl)nc(N(C)C)n1	-1%	2%	9%	3%	?	0%	-1	-9%	-20%[57.5 µM]
O=C(NNC1=NS(=O)(=O)c2ccccc21)c1ccccc1	-4%	5%	-11%	-1%	5	7%	1	-9%	-7%
CCc1ccc(NC(=O)N2c3ccccc3Sc3ccccc32)cc1	nt	17%	?	nt	nt	-17%	-8	20%	-20%
O=C(Cn1cc(S(=O)(=O)Cc2cccc(Cl)c2)c2ccccc21)Nc1ccc(F)c(Cl)c1	nt	0%	-10%	nt	nt	7%	-12	6%	-79%[inhibitor]
CC(NC(=O)c1cn(C)c2ccc(S(=O)(=O)N3CCCC3)cc2c1=O)c1ccccc1 (stereo not drawn)	-5%	-1%	18%	-6%	-20	11%	-9	1%	-6%
COc1ccc(-c2nc3c4ccccc4ccn3c2Cc2ccc(C)cc2)cc1OC	22%	-4%	?	18%	-5	?	-9	10µM*	-14%
Cc1cccc(C2=NNC(=O)C(c3ccc(Cl)cc3)C2)c1 (stereo not drawn)	8%	-7%	?	12%	1	?	5	?	-7%
CC(Cc1cccs1)N(Cc1ccc(Cl)cc1)C(=O)c1ccncc1 (stereo not drawn)	?	-5%	?	-1%	21	-4%	5	35µM*	-11%
Cc1ccc(CN2CCN(C3CCOCC3)CC2CCO)cc1 (stereo not drawn)	-11%	-10%	-19%	4%	4	-11%	-11	-13%	-7%
CCCCn1c(N)c(N(CC(C)C)C(=O)c2ccc(S(=O)(=O)N(CC)c3ccccc3)cc2)c(=O)[nH]c1=O	-2%	-4%	1%	11%	3	13%	-9	-13%	i
CCN(CC)CCOc1nnc(-c2ccc(C)cc2)c2ccccc12	1%	-29%	-43%	12%	-16	?	-12	0%	-8%
COCc1ccc(CN2CCC(C(=O)Nc3cccc(-c4cscn4)c3)CC2)o1	-7%	14%	6%	-1%	-1	-11%	1	-3%	i
CCN(CC(=O)NC(=O)NCc1ccccc1)CC(=O)Nc1cc(Cl)ccc1C	6%[1.84 µM]	-4%	?	-2%	3	4%	-14	9%	-33%[inhibitor]
COc1cc(/C=C(\CC(=O)O)c2nc3ccccc3s2)cc(OC)c1O	-23%	10%[0.307 µM]	2%[0.307 µM]	-2%	-29	-11%	4	-41%[inhibitor]	i
CC(C)N(C)C(=O)CCc1nnc(CCc2c[nH]c3ccccc23)o1	2%	0%	-2%	10%	-1	12%	-2	-10%[0.397 µM]	i
COc1ccc(S(=O)(=O)N(C)C[C@H]2Oc3c(NC(=O)NC4CCCCC4)cccc3C(=O)N([C@H](C)CO)C[C@@H]2C)cc1	1%	-16%	1%	-5%	?	-16%	-21	-13%	-23%

An excerpt, so the mix of outcomes need not match the whole.
